# High-throughput results as filed in PubChem.
# CHO-K1 Ca antag: M1 antagonist counterscreen hit in parental CHO-K1 cells; ATP-induced calcium, Fluo-8 fluorescence; inhibition, % at 3 µM; hit rate 0.6% among 360,000; AID 602250;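 active means inhibition above a per-plate cutoff, the plate's mean sample inhibition plus 3 SD, cut at about 24% in these data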;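 further: 0% = DMSO plus EC80 ATP and 100% = DMSO alone without ATP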
# M1 PAM: positive allosteric modulators of human M1 muscarinic receptor. P11229. CHO-K1 hM1, Fluo-8 calcium fluorescence, ACh EC20; 0% = ACh EC20, 100% = maximal ACh. activation, % at 3 µM. hit rate 0.088% among 360,000; in the data active means activation above about 19%, passing the limit was not always enough
# Target sequence (P11229 whole entry, looked up): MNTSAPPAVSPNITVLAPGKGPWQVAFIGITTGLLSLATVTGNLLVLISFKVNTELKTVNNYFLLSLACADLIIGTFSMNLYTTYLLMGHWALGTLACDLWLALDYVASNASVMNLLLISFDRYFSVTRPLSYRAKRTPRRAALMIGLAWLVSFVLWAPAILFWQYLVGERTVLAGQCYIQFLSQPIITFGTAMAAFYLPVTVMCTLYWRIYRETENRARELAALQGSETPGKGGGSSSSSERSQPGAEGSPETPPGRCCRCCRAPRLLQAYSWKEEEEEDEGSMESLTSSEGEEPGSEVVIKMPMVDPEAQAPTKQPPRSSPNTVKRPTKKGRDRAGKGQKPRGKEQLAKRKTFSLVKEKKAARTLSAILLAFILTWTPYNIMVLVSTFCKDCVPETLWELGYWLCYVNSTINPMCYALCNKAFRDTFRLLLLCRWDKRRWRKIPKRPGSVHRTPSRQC
# CHO parental Ca: counter-screen: ATP calcium response change in parental CHO cells; inhibition, % at 5.6 µM; hit rate 0.63% among 330,000; AID 463079; parental CHO-K1, ATP-induced calcium, Fluo-8 fluorescence;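 active means inhibition above that plate's mean sample inhibition plus 3 SD, cut at about 26% in these data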;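 further: 0% = ATP-challenged DMSO wells and 100% = DMSO wells without ATP; some compounds past the cut are filed as inactive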
#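 Assay system: parental CHO cells; Read-out basis: percent inhibition of ATP-evoked calcium rise, normalized to controls; Benchmarks: ATP and no-ATP DMSO wells; Compound dosing: single nominal dose of 5.6 µM per compound; Signal: Fluo-8 calcium dye fluorescence; Also added: ATP as calcium-mobilizing challenge; Repeats: singlicate.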
# CHRM1 agonist: activates human CHRM1 receptor. P11229. CHO-K1 hM1, Fluo-8 calcium fluorescence, agonist mode; 0% DMSO, 100% acetylcholine EC100. activation, % at 3 µM. hit rate 0.33% among 360,000. AID 588814;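 active means activation above the run's mean compound activation plus 3 SD, cut at about 16% in these data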;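 further: peak over basal fluorescence ratio within a 140 s kinetic read after compound addition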
# OXTR potentiator: potentiates the human oxytocin receptor response | activation, % at 3 µM | CHO-OTR cells, Fluo-8 calcium fluorescence, potentiator mode; 0% = oxytocin EC15, 100% = EC100 | hit rate 0.061% among 320,000 | AID 2445 | P30559;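 active means activation above that plate's cutoff, the mean activation of tested compounds plus 3 SD, cut at about 6.6% in these data, passing the limit was not always enough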;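 further: 100% uses oxytocin at 75 nM as the full agonist control; some results filed as inactive read as strong as hits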
# Target sequence (P30559 whole entry, looked up): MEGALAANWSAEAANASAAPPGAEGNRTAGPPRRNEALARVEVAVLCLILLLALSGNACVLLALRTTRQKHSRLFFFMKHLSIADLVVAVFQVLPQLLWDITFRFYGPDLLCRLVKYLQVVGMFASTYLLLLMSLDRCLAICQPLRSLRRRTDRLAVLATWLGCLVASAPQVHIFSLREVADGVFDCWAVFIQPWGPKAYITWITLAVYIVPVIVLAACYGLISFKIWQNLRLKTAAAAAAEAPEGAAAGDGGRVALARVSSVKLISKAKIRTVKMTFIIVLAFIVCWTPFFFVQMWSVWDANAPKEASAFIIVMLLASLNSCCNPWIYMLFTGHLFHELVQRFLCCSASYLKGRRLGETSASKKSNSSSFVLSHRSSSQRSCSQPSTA
#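 test system = CHO-OTR cells, human receptor | compound = single-point 3.0 µM | schedule = 6 min compound pre-incubation at room temperature, 100 s kinetic read | signal = Fluo-8 no-wash calcium dye fluorescence, excitation 470-495 nm, emission 515-575 nm | repeats = single well per compound, singlicate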
# CHRM1 antagonist: antagonists of human M1 muscarinic receptor; inhibition, % at 3 µM; P11229; AID 588852; CHO-K1 hM1, Fluo-8 calcium fluorescence, ACh EC80 antagonist; hit rate 1.3% among 360,000;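 active means percent inhibition above its own plate's cutoff, namely the mean of that plate's compound wells plus 3 SD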;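 further: peak over basal fluorescence ratio during 140 s after agonist addition; 0% = ACh EC80 plus DMSO and 100% = DMSO alone without agonist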
# CHO-K1 Ca ag: nonselective activator or artifact in parental CHO-K1 cells. hit rate 0.48% among 360,000. Fluo-8 calcium fluorescence; scaled to maximal ATP response, vehicle zero. activation, % at 3 µM; in the data active means activation above about 15%;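 further: untransfected CHO-K1 host cells lacking M1 receptor as counterscreen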
# M4 ag: agonists of human muscarinic M4 receptor (CHRM4); hit rate 0.14% among 360,000; AID 624127; CHO-K1 hM4/Gqi5, Fluo-8 calcium fluorescence; vehicle 0%, full acetylcholine response 100%; P08173; activation, % at 3 µM;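 active means activation above the run mean over all test wells plus 3 SD, cut at about 32% in these data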;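 further: peak over basal fluorescence ratio per well then scaled between controls; 0% = DMSO wells and 100% = acetylcholine at EC100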
# CHRM4 antagonist: antagonists of human muscarinic M4 receptor (CHRM4). P08173. CHO-hM4 cells, ACh EC80, Fluo-8 calcium fluorescence. inhibition, % at 3 µM. hit rate 0.73% among 360,000;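 active means inhibition above its plate's cutoff, the mean inhibition of sample wells plus 3 SD, cut at about 27% in these data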;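 further: 0% = acetylcholine EC80 with DMSO and 100% = DMSO without agonist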
# Numbers without * were called inactive; / = no result given. The order is random; any-hit rate near 2.9%.
no.	structure	CHO-K1 Ca antag	M1 PAM	CHO parental Ca	CHRM1 agonist	OXTR potentiator	CHRM1 antagonist	CHO-K1 Ca ag	M4 ag	CHRM4 antagonist
1	CCCN(CCC)C(=O)CC(c1ccccc1)c1ccco1 (stereo not drawn)	-12	7	-16	-5	-3	-7	1.2	-1	-9
2	COc1ccc(C2NC(=O)NC3=C2CCc2ccccc23)cc1 (stereo not drawn)	2	3	-17	-2	-6	-16	0.4	2	-1
3	N#CCCN(C(=O)COC(=O)C12CC3CC(CC(O)(C3)C1)C2)c1ccc(F)cc1	8	5	-1	0	-5	-4	0.0	0	-2
4	CC1CN(CCC(=O)Nc2ccccc2F)CC(C)O1 (stereo not drawn)	-7	-4	-7	-1	8	10	0.2	0	-9
5	Cc1cc(NC(=O)CSc2nnc3ccccn23)no1	-2	2	-6	-7	-6	-1	-0.1	1	2
6	CCc1ccc(-c2cc(C)no2)cc1S(=O)(=O)N1CCN(c2cc(C)ccc2C)CC1	-18	5	-11	-5	-10	-6	-0.2	-2	3
7	O=C(O)c1cc(S(=O)(=O)NCCOc2ccccc2)ccc1Cl	-18	2	-8	0	-7	-1	0.4	0	4
8	O=C(N/N=C/c1cccnc1)c1ccccc1Cl	-2	9	-9	-3	4	-10	-0.1	0	-3
9	CCN(C[C@H]1N[C@@](C)(C(=O)OC)[C@H]2C(=O)N(Cc3ccccc3)C(=O)[C@@H]12)C(=O)Nc1ccc(C)cc1	-20	17	-23	-2	-1	-22	0.3	0	-15
10	Cc1[nH]c(-c2ccco2)nc1C(=O)O	-7	1	-7	-2	-3	-4	-0.1	1	-5
11	C=CCC(COCc1ccccc1)NS(=O)(=O)c1ccccc1Br (stereo not drawn)	-5	3	-11	-4	-12	-11	-0.8	1	-3
12	COc1ccc(CCNc2cc(-c3ccccc3)nc3ncnn23)cc1	-4	-4	17	-2	-28	1	3.2	14	1
13	Cc1ccc(-n2nc3c(c2NC(=O)c2ccco2)CS(=O)(=O)C3)cc1	-10	7	0	-3	-5	-9	0.0	0	-10
14	Cc1c(C(=O)NCc2ccc3c(c2)OCCO3)sc(=O)n1Cc1ccc(S(=O)(=O)N(C)C)cc1	5	-17	/	-2	/	21	6.4	12	1
15	O=C(CCc1ccccc1)Nc1ccccc1OC(=O)c1ccccc1	-9	0	/	-2	/	-7	0.0	-1	3
16	COc1ccccc1C(=O)NNC(=O)c1ccc(O)cc1	-6	6	/	-2	/	-10	0.3	1	8
17	O=C(Nc1ccccc1-c1nnc(SCc2ccccc2Cl)o1)c1ccccc1	-8	2	-27	-6	-2	-2	0.3	0	3
18	COc1cc(C=C2C(=O)OC(C)(C)OC2=O)cc(Cl)c1OCC(=O)Nc1ccccc1	8	8	7	0	-13	-3	-0.1	1	-6
19	O=C(CSc1cn[nH]n1)Nc1ccc(Cl)cc1Cl	-6	1	7	-4	-5	2	0.5	2	-4
20	O=C(Cn1nnc2ccccc21)N/N=C\c1cccs1	-5	0	-1	-4	-1	-1	0.7	2	-1
21	CCCc1nc2oc(C(=O)OCC)c(N)c2c2c1COC(C)(C)C2	0	4	-9	-2	4	-5	-0.2	1	6
22	COCC1CCCN(Cc2nc(C(c3ccccc3)c3ccccc3)no2)C1 (stereo not drawn)	-18	-4	-25	-7	-1	-5	0.8	-1	-11
23	CN(CCNC(=O)c1cn(C)c2ccc(S(=O)(=O)N(C)C)cc2c1=O)CCc1ccccc1	16	-8	-20	-14	-4	2	-0.6	0	13
24	Cc1nc(SCC(=O)NC2CCS(=O)(=O)C2)c(C#N)c(C)c1C (stereo not drawn)	-14	4	-5	-4	-5	-7	3.5	0	-10
25	O=C(O)C(Oc1ccc2c(c1)oc(=O)c1ccccc12)c1ccccc1 (stereo not drawn)	7	4	-8	-4	-6	-2	-0.1	0	-2
26	O=C(Nc1cc(Cl)ccc1-n1cncn1)C1CC1	-2	-4	4	-3	-11	9	0.5	0	-12
27	CCCCN1C(=O)C(CC(=O)NCCCCc2ccccc2)CC(C(=O)N(C(C)C)C(C)C)=C1C (stereo not drawn)	-3	-4	/	-9	/	5	-0.4	0	-8
28	CCCC(=O)Nc1cc(-c2nnc(OC)c3ccccc23)ccc1N1CCOCC1	4	-1	-14	-3	-4	2	0.0	1	-2
29	CCn1c(C)[n+](CC)c2ccc(S(=O)(=O)N(C)C)cc21	4	-1	-10	-13	4	-2	0.7	0	-1
30	O=C(Nc1cccn(Cc2c(F)cccc2Cl)c1=O)NC1CCCCC1	-20	3	0	-4	-17	0	1.6	1	-4
31	Cc1ccc(Oc2ccccc2NC(=O)CN2C(=O)NC3(CCCC3)C2=O)cc1	-4	3	-9	-2	-8	-3	0.3	2	-2
32	O=C(Nc1ccccn1)C1CCN(C(=O)c2ccc(Cl)cc2)CC1	-13	4	/	1	/	-16	0.9	3	-15
33	O=C(CSc1nnc(-c2ccccc2O)o1)NC1CCCCC1	-16	7	-4	-1	0	4	2.5	1	-1
34	O=C(/C=C/c1ccccc1)N(Cc1ccc(Cl)cc1)C1CCS(=O)(=O)C1 (stereo not drawn)	-10	2	-20	-3	2	4	1.1	1	3
35	COc1ccccc1-n1ccnc(SCC(=O)NCc2ccccc2)c1=O	-8	4	-1	-5	-7	-7	1.6	1	-6
36	O=C(CCCN1C(=O)c2ccccc2C1=O)Nc1ccccc1	-16	-3	-3	-1	-7	3	1.2	1	1
37	Cc1ccc(C(=O)CSC2=NC(N)=C(C#N)C3(CCCCC3)C2C(N)=O)cc1 (stereo not drawn)	6	-6	-12	-5	-16	13	0.7	0	5
38	O=C(CCSc1ccc(F)cc1)Nc1ccc(-n2cnnn2)cc1	4	-5	12	1	-19	8	5.3	9	-3
39	NC(=O)CC(NC(=O)Cc1ccc(Br)cc1)c1ccc(N2CCC(N3CCCCC3)CC2)c([N+](=O)[O-])c1 (stereo not drawn)	-10	-4	-7	-11	0	4	0.2	1	-10
40	Cc1ccc(Nc2cc(=O)[nH]c(=O)[nH]2)cc1C	0	0	4	-4	-9	12	0.0	1	-2
41	CC(C)CCn1c(=O)c2c(nc3n2CCCN3Cc2ccccc2)n(C)c1=O	-8	-8	-12	-8	-4	9	6.7	6	-8
42	O=C(Nc1ccnc(-c2cccnc2)n1)c1ccc(Cl)cc1	11	-2	-21	-4	-6	10	1.4	1	0
43	CCCNc1ccc(S(=O)(=O)N(C(C)C)C(C)C)cn1	-6	11	-6	-6	2	-3	0.8	0	-12
44	O=C(Cc1ccc([N+](=O)[O-])cc1)Oc1ccccc1	2	10	/	2	/	-7	-0.6	-1	-14
45	NC1=NC(=O)/C(=C/c2ccsc2)S1	-12	7	16	-2	2	-6	0.2	2	4
46	COc1ccc(/C=C2\Oc3cc(OCC(=O)N4CC(O)C[C@H]4C(=O)O)ccc3C2=O)c(OC)c1OC (stereo partly drawn)	3	-1	-12	-3	-2	-4	-0.2	0	-7
47	C=CCN=C1CCCc2c1[nH]c1ccc(C)cc21	-9	-7	-8	-6	-14	16	-0.3	-1	1
48	O=C(NC(=S)N1CCCCC1c1cccnc1)c1ccc(Br)cc1 (stereo not drawn)	0	17	-7	2	1	2	1.0	0	-6
49	Cc1noc(C)c1S(=O)(=O)Nc1cccc(CO)c1	10	23	2	-1	-6	-15	0.4	0	-10
50	Cc1ccc(S(=O)(=O)CCC(=O)OCC(=O)Nc2cc(C)on2)cc1	-1	2	0	-1	-15	-25	0.7	1	5
51	OC(COc1ccc(F)cc1)CN1CCN(CC(O)COc2ccc(F)cc2)CC1 (stereo not drawn)	-7	-1	-8	-5	7	-5	1.3	2	-5
52	CCn1c(=O)c(=O)[nH]c2cc(C(=O)NCc3ccc(F)cc3)ccc21	-15	6	-9	-5	0	-3	0.6	3	2
53	O=C(Nc1ccccc1)Nc1ccc(Cl)c([N+](=O)[O-])c1	19	-7	10	2	-11	19	17*	12	14
54	CCOC(=O)c1ccc(NC(=O)c2cc3c(C)nn(-c4ccccc4Cl)c3s2)s1	-5	2	2	-5	-4	-2	0.2	1	-4
55	COC(=O)CCC(=O)OC	14	-6	-8	-2	0	-4	1.0	1	-13
56	Cc1ccc(-c2noc(-c3ccccc3C(=O)N3CCN(C)CC3)n2)cc1	-8	5	-31	-1	-11	-37	1.3	4	-7
57	CCOc1ccc(NC(=O)COC(=O)Cc2ccc(S(=O)(=O)N3CCOCC3)s2)cc1	-25	4	-3	-1	-5	-8	5.0	10	-3
58	O=S(=O)(N[C@H](CO)Cc1ccccc1)c1ccc(Br)cc1F	0	5	1	-4	/	-7	1.0	1	3
59	COC(=O)c1cnc2c(c(C)nn2C)c1OC	8	12	-6	-1	-7	-12	-0.4	0	3
60	COc1cc(NS(=O)(=O)c2ccc(C)cc2)ccc1-n1cnnn1	-12	-3	2	0	-6	-1	4.5	5	-1

# (list continues)
no.	structure	CHO-K1 Ca antag	M1 PAM	CHO parental Ca	CHRM1 agonist	OXTR potentiator	CHRM1 antagonist	CHO-K1 Ca ag	M4 ag	CHRM4 antagonist
61	Cc1ccnc(NC(=O)CCC(=O)N(CC(=O)NC(C)(C)C)c2ccc3c(c2)OCCO3)c1	-7	3	-16	-8	-3	0	0.1	-1	-20
62	CCOc1ccc(OCC(=O)Nc2nccs2)cc1	-6	5	4	-9	-16	-2	1.0	2	-8
63	CCCCN1CNC(=S)N(c2cc(C)ccc2C)C1	-9	4	-7	-4	-5	-9	0.2	1	-16
64	COC(=O)C(C)N(C#N)c1nc(C)nc(C)n1 (stereo not drawn)	-10	0	2	-3	0	0	-0.4	1	14
65	COCC(C)n1c(SCc2cc(=O)n3cc(C)ccc3n2)nc2ccccc2c1=O (stereo not drawn)	-8	7	-24	-3	-15	-3	0.0	0	0
66	S=C(NCCN1CCOCC1)Nc1ccc(Br)cc1	-4	3	-7	-6	-5	-3	0.7	0	5
67	COc1ccc(NC(=O)CSc2ccc3c(c2)OCCO3)cc1	-8	-9	-7	-4	4	6	0.3	2	6
68	Cc1cccc(NC(=S)NC2CCCCCC2)c1C	-11	9	-12	-7	-5	-11	1.7	0	3
69	Cc1ccccc1Cn1cc(NC(=O)CSc2nc3c(c(C(F)(F)F)n2)CCc2ccccc2-3)cn1	-13	-6	-32	-6	-8	1	0.8	-1	5
70	C[N+](C)(C)c1ccc(/C=N/Nc2nc(Cl)c(C#N)c(Cl)c2Cl)cc1	-6	-7	0	-12	-5	1	0.7	3	1
71	O=C(NCCCN1CCN(c2ccccc2F)CC1)Nc1ccc(F)cc1	-6	-1	-19	-4	-3	0	0.1	4	-1
72	CCN(CC)CCNC(=O)Cc1c(C(=O)O)n(C)c2ccccc12	-11	-4	-1	-3	-7	6	0.7	0	-4
73	O=C(Cn1c2ccc(F)cc2c2nc3n(c(=O)c21)CCS3)NC1CCCC1	-21	13	-1	-6	1	-11	1.5	1	-7
